IDE act: activators of human insulin-degrading enzyme in cells | P14735 | HEK cells, FAbeta-B cleavage, fluorescence polarization; 0% vehicle, 100% cell-free pure enzyme wells | activation, % at 5.96 µM | hit rate 0.073% among 340,000;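 active = activation above the mean of all tested compounds plus 3 SD, set per screening campaign, cut at about 17% in these data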
IDE inh: inhibitors of human insulin-degrading enzyme in cells. hit rate 0.41% among 320,000. HEK cells, FAbetaB cleavage, fluorescence polarization. inhibition, % at 5.59 µM;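 active = percent inhibition above the average of all tested compounds plus 3 SD, set per screening campaign, cut at about 16% in these data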;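 also: IDE supplied by intact live HEK cells; FP after avidin binding of uncleaved biotin substrate so inhibition keeps polarization high; 0% = DMSO wells and 100% = 60 µM reference IDE inhibitor Ii1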
pCIP destab: compounds decreasing mouse p/CIP protein stability. F442A p/CIP-EGFP cells, EGFP fluorescence, 16 h. decrease of EGFP signal, % at 10 µM. hit rate 0.01% among 290,000. Q05BA5;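 active = EGFP signal decrease of at least 30% at 10 µM or well 3 SD below plate mean, unless failing retest; inactive = the rest, including hits failing retest or dose response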; also: some compounds called inactive have numbers as strong as hits; many of its hits are not listed in these tables
PfM18AAP inh: PfM18AAP enzyme inhibition; inhibition, % at 7.35 µM; recombinant PfM18AAP, H-Glu-NHMec fluorogenic cleavage; hit rate 1.2% among 290,000;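 active = inhibition above the campaign mean inhibition over all tested compounds plus 3 SD, cut at about 28% in these data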;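 also: 0% = plate median of test compound wells and 100% = 2 mM ZnCl2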
MEKK3 PB1 HTS: raises or lowers MEK5 binding to the human MEKK3 PB1 domain; binding response (% of control), % at 10 µM; hit rate 1.4% among 290,000; AID 1529; bead-based flow cytometry, Alexa488-MEK5 binding to MEKK3; actives lie on both sides; 0 = blocked by unlabeled MEK5, 100 = vehicle; Q99759;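 active = binding response more than 3 SD above or below the average of its plate-row segment, actives on both sides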;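 also: Alexa488 bead fluorescence after subtracting the streptavidin-only scavenger bead signal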
Target sequence (Q99759 whole entry, looked up, the tested form may be a part): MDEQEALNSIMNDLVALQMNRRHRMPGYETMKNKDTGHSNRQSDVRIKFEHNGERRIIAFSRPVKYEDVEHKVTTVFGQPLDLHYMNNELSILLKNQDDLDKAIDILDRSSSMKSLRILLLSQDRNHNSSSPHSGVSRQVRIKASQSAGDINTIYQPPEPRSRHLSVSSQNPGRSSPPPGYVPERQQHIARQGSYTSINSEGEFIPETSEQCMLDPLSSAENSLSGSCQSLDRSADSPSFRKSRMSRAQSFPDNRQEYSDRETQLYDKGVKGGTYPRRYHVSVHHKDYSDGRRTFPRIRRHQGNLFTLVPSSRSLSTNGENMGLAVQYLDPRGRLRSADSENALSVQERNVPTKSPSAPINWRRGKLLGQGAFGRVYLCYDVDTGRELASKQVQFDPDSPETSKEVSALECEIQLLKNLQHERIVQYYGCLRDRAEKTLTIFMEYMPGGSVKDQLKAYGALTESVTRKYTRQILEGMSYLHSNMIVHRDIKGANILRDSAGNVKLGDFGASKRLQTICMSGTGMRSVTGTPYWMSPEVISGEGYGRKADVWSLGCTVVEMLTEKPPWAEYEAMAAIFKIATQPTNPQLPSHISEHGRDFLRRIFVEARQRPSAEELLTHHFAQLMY
SUMO HTRF inh: blocks human SUMOylation mediated by UBC9; HTRF SUMOylation assay, SAE1/SAE2 + UBC9, in vitro; inhibition, % at 35 µM; hit rate 0.36% among 290,000; AID 2006; in the data active = inhibition above about 50%, passing the limit was not always enough; also: strong numbers were not always called active
Target sequence (P63279 whole entry, looked up): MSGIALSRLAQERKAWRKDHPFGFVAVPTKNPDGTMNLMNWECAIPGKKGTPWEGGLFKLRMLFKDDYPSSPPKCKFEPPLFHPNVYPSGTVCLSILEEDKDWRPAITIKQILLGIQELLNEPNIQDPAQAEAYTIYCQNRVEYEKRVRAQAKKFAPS
MEKK2 WT-MEK5: raises or lowers MEK5 binding to wildtype human MEKK2 PB1 domain; Q9Y2U5; bead flow cytometry, Alexa488-MEK5 binding to MEKK2 WT; actives lie on both sides; binding response (% of control), % at 10 µM; hit rate 1.1% among 290,000; AID 1531; in the data active = binding response below about 67% or above about 130%
NALP1 yeast inh: inhibitors of NALP1 inflammasome in yeast. AID 2071. inhibition, % at 10 µM. hit rate 0.61% among 280,000. S. cerevisiae NALP1/ASC/caspase-1 growth, X-gal OD620, 72 h; in the data active = inhibition mostly above about 24%, no sharp cut-off; inactive = mostly below about 32%; also: some compounds called inactive have numbers as strong as hits
MEKK2mut PB1 HTS: signal of MEK5 binding to mutant human MEKK2 PB1 domain; bead flow cytometry, Alexa488-MEK5 binding to MEKK2 mutant; percent response, % at 10 µM; hit rate 0.35% among 290,000; AID 1530; in the data active = percent response above about 24%, passing the limit was not always enough; also: inactives centre near 1; some results filed as inactive read as strong as hits; reference of the scale not given here
Numbers without * were called inactive.

What do the screens show for `CC(C)(C)c1ccc(/C=N/NC(=S)NC2CCCCC2)cc1`?
IDE act: 6; IDE inh: 11; pCIP destab: 2; PfM18AAP inh: 3; MEKK3 PB1 HTS: 92; SUMO HTRF inh: -5; MEKK2 WT-MEK5: 94; NALP1 yeast inh: 9; MEKK2mut PB1 HTS: -2

What do the screens show for `COC(=O)C1=C(C)N(C2CCCC2)C(=O)C1(NC(C)=O)C(F)(F)F` (stereo unspecified)?
IDE act: 0; IDE inh: -3; pCIP destab: 7; PfM18AAP inh: -3; MEKK3 PB1 HTS: 107; SUMO HTRF inh: -16; MEKK2 WT-MEK5: 120; NALP1 yeast inh: 4; MEKK2mut PB1 HTS: 15

How did COc1ccc(CCN2C(=O)CSC2c2ccc(OC)c(OC)c2)cc1OC (stereo unspecified) do in these assays?
IDE act: 4; IDE inh: 3; pCIP destab: 7; PfM18AAP inh: -2; MEKK3 PB1 HTS: 92; SUMO HTRF inh: 6; MEKK2 WT-MEK5: 94; NALP1 yeast inh: -2; MEKK2mut PB1 HTS: 1

How did CCOC(=O)C1CCN(Cc2cnc(NC(=O)OC)s2)CC1 do in these assays?
IDE act: 3; IDE inh: -2; pCIP destab: 13; PfM18AAP inh: -13; MEKK3 PB1 HTS: 105; SUMO HTRF inh: 17; MEKK2 WT-MEK5: 106; NALP1 yeast inh: 1; MEKK2mut PB1 HTS: 3

What do the screens show for `O=c1c2[nH]c3ccc(Cl)cc3c2ncn1Cc1ccccn1`?
IDE act: 4; pCIP destab: -6; PfM18AAP inh: -8; MEKK3 PB1 HTS: 98; SUMO HTRF inh: -2; MEKK2 WT-MEK5: 99; NALP1 yeast inh: 1; MEKK2mut PB1 HTS: 6

How did O=c1oc(-c2ccc([N+](=O)[O-])cc2)nc2ccccc12 do in these assays?
IDE act: -1; IDE inh: 2; pCIP destab: 12; PfM18AAP inh: -15; MEKK3 PB1 HTS: 97; SUMO HTRF inh: 12; MEKK2 WT-MEK5: 93; NALP1 yeast inh: -1; MEKK2mut PB1 HTS: -2

Results for CCOCCCN1C(=O)C(O)=C(C(C)=O)C1c1cccs1 (stereo unspecified) ?
IDE act: 3; IDE inh: 3; PfM18AAP inh: 2; MEKK3 PB1 HTS: 98; MEKK2 WT-MEK5: 104; MEKK2mut PB1 HTS: 3

Results for O=c1c2oc3ccccc3c2ncn1Cc1ccc(F)cc1 ?
IDE act: 3; IDE inh: -2; pCIP destab: -1; PfM18AAP inh: -3; MEKK3 PB1 HTS: 102; SUMO HTRF inh: -3; MEKK2 WT-MEK5: 93; NALP1 yeast inh: 14; MEKK2mut PB1 HTS: -5

Results for S=c1[nH]nc(CSCCOc2ccccc2)o1 ?
IDE act: 2; IDE inh: 4; pCIP destab: 4; PfM18AAP inh: 9; MEKK3 PB1 HTS: 84; SUMO HTRF inh: -1; MEKK2 WT-MEK5: 84; NALP1 yeast inh: -3; MEKK2mut PB1 HTS: -33

How did COc1ccc(CC2CC(=O)N(c3ccc(C)cc3)C2=O)cc1 (stereo unspecified) do in these assays?
IDE act: 5; IDE inh: 7; pCIP destab: -14; PfM18AAP inh: 1; MEKK3 PB1 HTS: 105; SUMO HTRF inh: 6; MEKK2 WT-MEK5: 103; NALP1 yeast inh: 5; MEKK2mut PB1 HTS: 5

What do the screens show for `COc1cc(Br)c(-c2sc(Nc3ccccc3)n[n+]2-c2ccc(F)cc2)cc1OC`?
IDE act: 5; IDE inh: 3; pCIP destab: 6; PfM18AAP inh: 6; MEKK3 PB1 HTS: 104; SUMO HTRF inh: -10; MEKK2 WT-MEK5: 133; NALP1 yeast inh: 6; MEKK2mut PB1 HTS: 34*

Results for Cc1nnc(SCCN2C(=O)c3ccccc3C2=O)[nH]c1=O ?
IDE act: -2; IDE inh: -5; pCIP destab: -22; PfM18AAP inh: -6; MEKK3 PB1 HTS: 101; SUMO HTRF inh: 23; MEKK2 WT-MEK5: 102; NALP1 yeast inh: 1; MEKK2mut PB1 HTS: 4

What do the screens show for `O=C(CN1CCN(S(=O)(=O)N2CCCCC2)CC1)Nc1cc(Cl)cc(Cl)c1`?
IDE act: 3; IDE inh: -4; pCIP destab: -17; PfM18AAP inh: 2; MEKK3 PB1 HTS: 102; SUMO HTRF inh: 4; MEKK2 WT-MEK5: 99; NALP1 yeast inh: 22; MEKK2mut PB1 HTS: 1

How did Cc1c(NC(=O)c2cccc(NS(C)(=O)=O)c2)c(=O)n(-c2ccccc2)n1C do in these assays?
IDE act: 2; IDE inh: -5; pCIP destab: -4; PfM18AAP inh: -2; MEKK3 PB1 HTS: 90; SUMO HTRF inh: 12; MEKK2 WT-MEK5: 92; NALP1 yeast inh: -5; MEKK2mut PB1 HTS: -13

How did O=C(NNc1c2ccccc2nc2ccccc12)C(O)c1ccccc1 (stereo unspecified) do in these assays?
IDE act: 11; IDE inh: 3; pCIP destab: -6; PfM18AAP inh: -4; MEKK3 PB1 HTS: 95; SUMO HTRF inh: 3; MEKK2 WT-MEK5: 91; MEKK2mut PB1 HTS: -13

What do the screens show for `CCN1CCN(c2ccc(S(=O)(=O)N3CCCCC3)cc2NC(=O)/C=C/c2cc(OC)ccc2OC)CC1`?
IDE act: 2; IDE inh: 1; pCIP destab: 4; PfM18AAP inh: 5; MEKK3 PB1 HTS: 106; SUMO HTRF inh: 23; MEKK2 WT-MEK5: 174*; NALP1 yeast inh: 7; MEKK2mut PB1 HTS: 25*

How did Cc1cc(C=O)c(C)n1-c1cc(C(=O)O)cc(C(=O)O)c1 do in these assays?
IDE act: 4; IDE inh: 4; pCIP destab: -12; PfM18AAP inh: 3; MEKK3 PB1 HTS: 112; SUMO HTRF inh: 25; MEKK2 WT-MEK5: 99; NALP1 yeast inh: 22; MEKK2mut PB1 HTS: -3

Results for CC1(C2(O)CC(c3ccccc3)ON2)CCCCC1 (stereo unspecified) ?
IDE inh: 3; pCIP destab: 2; PfM18AAP inh: -15; MEKK3 PB1 HTS: 60; SUMO HTRF inh: 7; MEKK2 WT-MEK5: 74; NALP1 yeast inh: 7; MEKK2mut PB1 HTS: -9

Results for Cc1cc(Cl)c(S(=O)(=O)N(C)C)cc1OCC(N)=O ?
IDE act: 3; IDE inh: -2; pCIP destab: -5; PfM18AAP inh: 1; MEKK3 PB1 HTS: 86; SUMO HTRF inh: 33; MEKK2 WT-MEK5: 94; NALP1 yeast inh: -2; MEKK2mut PB1 HTS: -4

What do the screens show for `O=C(CSc1nnc(-c2ccc(Cl)s2)o1)N1CCOCC1`?
pCIP destab: -5; PfM18AAP inh: -7; SUMO HTRF inh: 16; NALP1 yeast inh: 24

Brought forward from above: two entries, followed by the next part.
Results for Cc1cc(Cl)c(S(=O)(=O)N(C)C)cc1OCC(N)=O ?
IDE act: 3; IDE inh: -2; pCIP destab: -5; PfM18AAP inh: 1; MEKK3 PB1 HTS: 86; SUMO HTRF inh: 33; MEKK2 WT-MEK5: 94; NALP1 yeast inh: -2; MEKK2mut PB1 HTS: -4

What do the screens show for `O=C(CSc1nnc(-c2ccc(Cl)s2)o1)N1CCOCC1`?
pCIP destab: -5; PfM18AAP inh: -7; SUMO HTRF inh: 16; NALP1 yeast inh: 24

Results for O=C1c2ccccc2S(=O)(=O)N1CC(O)COc1ccc(Cl)cc1 (stereo unspecified) ?
IDE act: 2; IDE inh: -6; pCIP destab: -1; PfM18AAP inh: -12; MEKK3 PB1 HTS: 100; SUMO HTRF inh: 19; MEKK2 WT-MEK5: 106; NALP1 yeast inh: 26; MEKK2mut PB1 HTS: 3

Results for Cc1ccc(C(=O)Nc2ccc3c(c2)OCCO3)cc1 ?
IDE act: -1; pCIP destab: 1; PfM18AAP inh: -1; MEKK3 PB1 HTS: 106; SUMO HTRF inh: 8; MEKK2 WT-MEK5: 103; NALP1 yeast inh: 4; MEKK2mut PB1 HTS: 9

How did CC(=O)c1c(C)[nH]c(-c2ccccc2)nc1=S do in these assays?
IDE act: -13; IDE inh: 6; pCIP destab: -7; PfM18AAP inh: 12; MEKK3 PB1 HTS: 104; SUMO HTRF inh: 14; MEKK2 WT-MEK5: 100; NALP1 yeast inh: -8; MEKK2mut PB1 HTS: 2

How did COc1ccc(OC)c(S(=O)(=O)N/N=C(/C)c2c[nH]c3ccccc23)c1 do in these assays?
IDE act: -2; pCIP destab: 8; PfM18AAP inh: -43; MEKK3 PB1 HTS: 102; SUMO HTRF inh: -12; MEKK2 WT-MEK5: 103; NALP1 yeast inh: 11; MEKK2mut PB1 HTS: 1

Results for C/C(=N/NS(=O)(=O)c1ccc(Br)cc1)c1ccc(C)o1 ?
IDE act: 3; IDE inh: -3; pCIP destab: 3; PfM18AAP inh: 1; MEKK3 PB1 HTS: 98; SUMO HTRF inh: -1; MEKK2 WT-MEK5: 94; NALP1 yeast inh: -11; MEKK2mut PB1 HTS: 1

Results for Cc1ccc(NC(=O)COc2ncnc3c(Cl)cc(Cl)cc23)cc1[N+](=O)[O-] ?
IDE act: -8; IDE inh: 5; pCIP destab: -7; PfM18AAP inh: -2; MEKK3 PB1 HTS: 93; SUMO HTRF inh: 8; MEKK2 WT-MEK5: 94; NALP1 yeast inh: 22; MEKK2mut PB1 HTS: -2

How did CC(C)CCN1C(=O)CCC1(C)C(=O)NC1CCCCCCC1 (stereo unspecified) do in these assays?
IDE act: -4; IDE inh: 2; pCIP destab: -7; PfM18AAP inh: 8; MEKK3 PB1 HTS: 93; SUMO HTRF inh: 5; MEKK2 WT-MEK5: 93; NALP1 yeast inh: -4; MEKK2mut PB1 HTS: -9

What do the screens show for `CN(c1ccc(OCC(=O)N2CCN(c3ccc(F)cc3)CC2)cc1)S(=O)(=O)c1cccs1`?
IDE act: -8; IDE inh: 8; pCIP destab: 13; PfM18AAP inh: -3; MEKK3 PB1 HTS: 104; SUMO HTRF inh: 3; MEKK2 WT-MEK5: 104; NALP1 yeast inh: -22; MEKK2mut PB1 HTS: 7

Results for COc1ccc(NC(=O)CN2CCC(C(N)=O)(N3CCCCC3)CC2)c(OC)c1 ?
IDE act: 8; IDE inh: -4; pCIP destab: -2; PfM18AAP inh: -10; MEKK3 PB1 HTS: 97; SUMO HTRF inh: -1; MEKK2 WT-MEK5: 95; NALP1 yeast inh: 16; MEKK2mut PB1 HTS: -1

What do the screens show for `Cc1ccc([C@@H]2[C@@H]3C(=O)N(c4ccccc4)C(=O)[C@@H]3[C@]3(C)C(=O)N(Cc4ccccn4)CC(=O)N23)o1`?
IDE act: 3; IDE inh: -3; pCIP destab: -4; PfM18AAP inh: -1; MEKK3 PB1 HTS: 99; SUMO HTRF inh: 8; MEKK2 WT-MEK5: 99; NALP1 yeast inh: 19; MEKK2mut PB1 HTS: 9

What do the screens show for `Cc1csc(NC(=O)c2cc(C)oc2C)n1`?
IDE act: 4; IDE inh: 2; pCIP destab: 1; PfM18AAP inh: 0; SUMO HTRF inh: 6; NALP1 yeast inh: -10

Results for Cc1ccc(C(C)C)c(Oc2cnccn2)c1 ?
IDE act: 0; IDE inh: -2; pCIP destab: 3; PfM18AAP inh: -10; MEKK3 PB1 HTS: 104; SUMO HTRF inh: 12; MEKK2 WT-MEK5: 106; NALP1 yeast inh: 9; MEKK2mut PB1 HTS: 3

Results for Cc1cccc(N(C(=O)c2snc(C(N)=O)c2N)C(C(=O)NC2CCCC2)c2ccncc2)c1 (stereo unspecified) ?
IDE act: 2; IDE inh: 0; pCIP destab: -14; PfM18AAP inh: 0; MEKK3 PB1 HTS: 101; SUMO HTRF inh: 13; MEKK2 WT-MEK5: 101; NALP1 yeast inh: 10; MEKK2mut PB1 HTS: 2

Results for CC(NC(=O)c1cccc(F)c1)C(c1cccs1)N1CCN(C)CC1 (stereo unspecified) ?
IDE act: -2; IDE inh: 4; pCIP destab: -4; PfM18AAP inh: -1; MEKK3 PB1 HTS: 100; SUMO HTRF inh: -14; MEKK2 WT-MEK5: 102; NALP1 yeast inh: 0; MEKK2mut PB1 HTS: 2

Only part of the results is shown, so the mix of outcomes need not match the whole.
